Screens (PubChem)
sEH activator: activators of human soluble epoxide hydrolase; AID 717; actives 0.04% (n = 91,000); activation, % at 2 µM; purified human sEH enzymatic activity, activator screen; in the data active = activation above about 37%; also: values of inactives mirror those of a sister screen read the other way
Target sequence (P34913 whole entry, looked up): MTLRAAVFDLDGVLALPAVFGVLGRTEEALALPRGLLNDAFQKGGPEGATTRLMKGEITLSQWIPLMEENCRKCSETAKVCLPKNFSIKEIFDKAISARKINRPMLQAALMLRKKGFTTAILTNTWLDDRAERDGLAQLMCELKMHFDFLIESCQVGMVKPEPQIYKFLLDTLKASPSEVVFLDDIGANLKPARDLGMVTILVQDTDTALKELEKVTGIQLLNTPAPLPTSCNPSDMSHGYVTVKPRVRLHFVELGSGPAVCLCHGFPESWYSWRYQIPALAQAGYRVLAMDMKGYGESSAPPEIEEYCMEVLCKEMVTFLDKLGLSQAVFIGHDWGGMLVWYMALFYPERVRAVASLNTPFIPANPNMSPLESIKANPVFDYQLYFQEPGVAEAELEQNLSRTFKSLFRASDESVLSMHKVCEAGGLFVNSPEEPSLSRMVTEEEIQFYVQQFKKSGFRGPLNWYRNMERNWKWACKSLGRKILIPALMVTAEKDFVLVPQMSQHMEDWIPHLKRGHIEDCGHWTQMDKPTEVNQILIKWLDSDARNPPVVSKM
* hit, by the source's call. These rows are one share of the data, so the mix of outcomes need not match the whole.

Results for CC(=O)/C(=N/Nc1ccccc1)N1CCOCC1 ?
sEH activator: 5

What do the screens show for `COc1ccc(Cc2nnc(NC(=O)c3cccc([N+](=O)[O-])c3C)s2)cc1`?
sEH activator: 4

Results for Fc1cccc(C[n+]2csc3ccccc32)c1 ?
sEH activator: -4

Results for O=C(NC(=S)Nc1ccccc1O)c1ccc(-c2ccc(Cl)cc2)o1 ?
sEH activator: 5

Results for CC(C)Cc1nnc(NC(=O)CSc2nc(=O)cc(N)n2-c2ccccc2)s1 ?
sEH activator: -1

Results for O=C(NCCc1ccccc1)c1cc(S(=O)(=O)N2CCOCC2)ccc1F ?
sEH activator: -7

How did Cc1ccc(C2CC(c3ccco3)n3ncnc3N2)cc1 (configuration not stated) do in these assays?
sEH activator: 2

What do the screens show for `CC(=O)Oc1ccc(-c2csnn2)cc1`?
sEH activator: -3

What do the screens show for `CC(=O)Nc1c(C)nn(-c2ccc(C)c(C)c2)c1C`?
sEH activator: 9

What do the screens show for `COc1cccc(C(=O)N/N=C2/SCC(=O)N2CCc2ccc(OC)c(OC)c2)c1`?
sEH activator: -19

How did CCOc1cc(C)c(S(=O)(=O)Nc2ccc3cn[nH]c3c2)cc1C do in these assays?
sEH activator: 4

How did Cc1ccc2nc(N3CCN(c4cccc(C)c4C)CC3)c3nnnn3c2c1 do in these assays?
sEH activator: 14

Results for COc1ccc(-n2c(C)nn(C)c2=O)c(OC)c1 ?
sEH activator: 6

Results for Cc1sc2nc(CN(Cc3cccs3)C(=O)C3CC3)[nH]c(=O)c2c1C ?
sEH activator: -7

How did COc1ccccc1-c1c(C(F)(F)F)oc2cc(OC(=O)c3ccccc3[N+](=O)[O-])ccc2c1=O do in these assays?
sEH activator: -10

How did CC(C)C(=O)NC(NCC1CCCO1)C(Cl)(Cl)Cl (configuration not stated) do in these assays?
sEH activator: 1

Results for Cc1cc(NC(=O)CCCS(=O)(=O)c2nc(-c3cccs3)cc(C(F)(F)F)n2)no1 ?
sEH activator: 8

What do the screens show for `CCOC(=O)C(CC)n1cnc2sc3c(c2c1=O)CCC3` (configuration not stated)?
sEH activator: 5

How did COc1cccc(-n2c(SCC(=O)N3c4ccccc4CC3C)nnc2-c2ccco2)c1 (configuration not stated) do in these assays?
sEH activator: 18

Results for COC(=O)c1cn(NC(=O)c2ccc(OC)c(OC)c2)c(=O)c2ccccc12 ?
sEH activator: 3

Results for O=c1oc2cc(OCc3ccc(C(F)(F)F)cc3)ccc2cc1-c1ccccn1 ?
sEH activator: 2

Results for Cc1cc(OCC(=O)Nc2ccc(F)c(F)c2)nc(C(C)C)n1 ?
sEH activator: 3

How did COc1cccc(C(=O)NC(=S)Nc2ccc3c4c(cccc24)CC3)c1 do in these assays?
sEH activator: 3

How did Cc1ccc(NC(=O)c2ccc(CSc3nnc(C)s3)cc2)cc1 do in these assays?
sEH activator: -8

How did CCOC(=O)c1c(C)[nH]c(C(=O)OCC(=O)NC(C)C)c1C do in these assays?
sEH activator: -11

What do the screens show for `O=c1cc(CO)occ1OCc1cccc(F)c1`?
sEH activator: 3

Results for Cc1nn(CCc2n[nH]c(=S)n2-c2ccc(F)cc2)c(C)c1[N+](=O)[O-] ?
sEH activator: -4

Results for Cc1ccc2c3c(c(SCC(=O)Nc4nccs4)nc2c1)CCCC3 ?
sEH activator: 5

Results for CCc1ccc2nc(NC(=O)CCCc3cccs3)sc2c1 ?
sEH activator: -9

Results for O=c1oc2cc(Oc3ccc(C(F)(F)F)cc3[N+](=O)[O-])ccc2c2c1CCCC2 ?
sEH activator: 6

What do the screens show for `C(=C\c1ccccc1)/C=N/N1CCN(c2ccccn2)CC1`?
sEH activator: 16

What do the screens show for `C=CCn1c(SCC(=O)NC)nc2sc3c(c2c1=O)CCC3`?
sEH activator: 0

Results for COc1cc2c(cc1OC)CN(C(=O)c1cccs1)CC2 ?
sEH activator: 0

Results for Cc1ccc([N+](=O)[O-])cc1N=C(c1cccc([N+](=O)[O-])c1)N1CCOCC1 ?
sEH activator: 5

What do the screens show for `COc1cccc(/C=N/NC(=O)C(=O)N2CCCC2)c1OC`?
sEH activator: 15

How did Cc1ccc(-c2nnc(Sc3nc4ccccc4o3)c3ccccc23)cc1 do in these assays?
sEH activator: 11

What do the screens show for `COc1ccc(/C=N/N=C2/NC(=O)C(c3ccccc3)S2)c(OC)c1` (configuration not stated)?
sEH activator: -24

Results for CCCc1oc(C(=O)O)cc1CN ?
sEH activator: -25

How did CC(CNC(=O)c1cc(Cl)ccc1[N+](=O)[O-])NC(=O)c1cc(Cl)ccc1[N+](=O)[O-] (configuration not stated) do in these assays?
sEH activator: 10

Results for CCCN1CCC(=NNC(=O)c2ccc(Br)o2)CC1 ?
sEH activator: -3

Results for O=C(O)CCc1nc(-c2ccc(Cl)cc2)no1 ?
sEH activator: -1

How did CCC(=O)N/C(=N\OCc1ccc(F)cc1)c1nonc1NC(=O)CC do in these assays?
sEH activator: -7

How did CN(C)c1ccc(CNC23CC4CC(CC(C4)C2)C3)cc1 do in these assays?
sEH activator: 9

How did Cc1cc(C)n(-c2nc3c(c(=O)[nH]c(=O)n3C)n2CC(O)c2ccccc2)n1 (configuration not stated) do in these assays?
sEH activator: 3

Results for Cc1ccc(N2C(N)=C(C#N)C3(C(=O)N(C)c4ccccc43)C3=C2CC(C)(C)CC3=O)cc1Cl (configuration not stated) ?
sEH activator: -11

Grouped by structure, the entries above containing two or more sulfur atoms.
Results for CC(C)Cc1nnc(NC(=O)CSc2nc(=O)cc(N)n2-c2ccccc2)s1 ?
sEH activator: -1

Results for Cc1sc2nc(CN(Cc3cccs3)C(=O)C3CC3)[nH]c(=O)c2c1C ?
sEH activator: -7

Results for Cc1cc(NC(=O)CCCS(=O)(=O)c2nc(-c3cccs3)cc(C(F)(F)F)n2)no1 ?
sEH activator: 8

How did Cc1ccc(NC(=O)c2ccc(CSc3nnc(C)s3)cc2)cc1 do in these assays?
sEH activator: -8

Results for Cc1ccc2c3c(c(SCC(=O)Nc4nccs4)nc2c1)CCCC3 ?
sEH activator: 5

Results for CCc1ccc2nc(NC(=O)CCCc3cccs3)sc2c1 ?
sEH activator: -9

What do the screens show for `C=CCn1c(SCC(=O)NC)nc2sc3c(c2c1=O)CCC3`?
sEH activator: 0

(further entries)
Results for O=C(CSc1nc(-c2ccc(F)cc2)cs1)N1CCc2ccccc21 ?
sEH activator: -10

What do the screens show for `Nc1nc(SCC(=O)NC2CCCC2)[nH]c(=O)c1-c1ccccc1`?
sEH activator: -10

Results for Cc1ccc(NC(=O)c2ccc(C#CC3(O)CCCCC3)cc2)cc1C ?
sEH activator: -7

What do the screens show for `O=C(CN1C(=O)c2ccccc2C1=O)NN1C(=O)c2ccccc2C1=O`?
sEH activator: 1

Results for Brc1ccc(-c2nnc(SCCC3OCCCO3)o2)cc1 ?
sEH activator: 2

What do the screens show for `c1ccc(-c2csc3nnc(SCc4ccc5c(c4)OCCO5)n23)cc1`?
sEH activator: 8

What do the screens show for `Cc1ccc(OCC(=O)NCc2cccs2)cc1`?
sEH activator: 8

What do the screens show for `COc1cc(C)c(S(=O)(=O)Nc2ccc(CC(=O)O)cc2)cc1C`?
sEH activator: 8

What do the screens show for `O=c1[nH][nH]c(-c2ccccc2)c1C=Nc1ccccc1`?
sEH activator: 1

How did CCc1ccc(N2C(=O)c3ccc4c5c(ccc(c35)C2=O)CC4)cc1 do in these assays?
sEH activator: 16

What do the screens show for `N#CCSc1ncnc2c1cnn2CCO`?
sEH activator: 8

Results for COc1ccccc1C(=O)N(CN1CCCC1=O)c1cccc(Cl)c1 ?
sEH activator: 0

Results for COc1cccc(-c2cc(C(F)(F)F)n3ncc(S(=O)(=O)c4ccccc4)c3n2)c1 ?
sEH activator: 6

What do the screens show for `CCCN1C(=O)/C(=C/c2ccc(C)o2)SC1=Nc1ccc(OC)cc1`?
sEH activator: -12

Results for COc1ccc(C(=S)Nc2ccc(N(C)C)cc2)cc1 ?
sEH activator: 4

As a short view, 3 of the compounds above:
Results for O=C(CSc1nc(-c2ccc(F)cc2)cs1)N1CCc2ccccc21 ?
sEH activator: -10

What do the screens show for `Nc1nc(SCC(=O)NC2CCCC2)[nH]c(=O)c1-c1ccccc1`?
sEH activator: -10

Results for Cc1ccc(NC(=O)c2ccc(C#CC3(O)CCCCC3)cc2)cc1C ?
sEH activator: -7

(more compounds)
Results for NS(=O)(=O)c1ccc(CCNc2ncnc3c2c(-c2ccccc2)cn3-c2ccc(F)cc2)cc1 ?
sEH activator: 2

Results for Cc1cccc(-c2cc(C(=O)NCCCn3ccnc3)c3ccccc3n2)c1 ?
sEH activator: 4

Results for O=C(NCCNS(=O)(=O)c1ccc(Cl)cc1)c1cc(OCC(F)(F)F)ccc1OCC(F)(F)F ?
sEH activator: 3

Results for CCOC(=O)C(=CNc1ncccc1C)C(=O)OCC ?
sEH activator: 12

Results for O=C(NC1CC1)C1CCN(c2ncnc3c2sc2cccc(F)c23)CC1 ?
sEH activator: -34

Results for O=C(CSCc1ccccc1Cl)Nc1ccc2c(c1)OCCO2 ?
sEH activator: -55

How did CCOc1cc(CNCCO)cc(Br)c1OCc1ccc(Cl)cc1 do in these assays?
sEH activator: -6

How did COCCNC(=O)C1CC(c2ccccc2[N+](=O)[O-])=NO1 (configuration not stated) do in these assays?
sEH activator: 17

What do the screens show for `C(=N\Nc1ccc(-n2ccnc2)nn1)/c1ccccc1`?
sEH activator: -5

How did Cc1ccc(Br)cc1S(=O)(=O)N1CCN(c2ccccc2)CC1 do in these assays?
sEH activator: 15

What do the screens show for `O=C(CNC(=O)c1ccccc1)NCC(=O)OCc1ccc(Cl)cc1`?
sEH activator: 5

What do the screens show for `O=C(COc1ccc(/C=N/NS(=O)(=O)c2ccccc2)cc1)Nc1cccc(Cl)c1`?
sEH activator: -8

Results for CC(Oc1ccc(Cl)cc1)c1ccnn1S(=O)(=O)c1ccccc1 (configuration not stated) ?
sEH activator: 16

Results for CN1C(=O)C2(C(C#N)=C(N)N(c3cc(Cl)cc(Cl)c3)C3=C2C(=O)CC(C)(C)C3)c2ccccc21 (configuration not stated) ?
sEH activator: 4

Results for CCS(=O)(=O)NCCc1csc(-c2cccnc2)n1 ?
sEH activator: 2

How did CC1CCN(C2(O)C(=O)Nc3ccc([N+](=O)[O-])cc32)CC1 (configuration not stated) do in these assays?
sEH activator: 1

What do the screens show for `CC(=O)NC(=S)Nc1ccc(NC(=O)COc2ccc(Cl)cc2)cc1`?
sEH activator: -54

How did O=C(CCCNC(=O)/C(=C\c1ccc(F)cc1)NC(=O)c1ccccc1)OCc1ccccc1 do in these assays?
sEH activator: -2

What do the screens show for `COc1cnc(-c2ccccn2)nc1Sc1ccc(Cl)cc1`?
sEH activator: 12

Results for O=C(CNC(=O)c1cccs1)NCC(=O)OCc1ccccc1Cl ?
sEH activator: 9

How did O=C(CCc1nc(-c2ccccc2F)no1)NC1CCN(Cc2ccccc2)CC1 do in these assays?
sEH activator: 6

Results for COc1ccc(N(Cc2ccccc2)C(=O)c2ccccc2[N+](=O)[O-])cc1 ?
sEH activator: 2

How did Fc1ccc(Oc2nccc(-c3ccc(Cl)cc3)n2)cc1 do in these assays?
sEH activator: 8

How did CCOc1cc(/C=N/NC(=O)COc2ccc(Cl)cc2)ccc1OS(=O)(=O)c1ccccc1 do in these assays?
sEH activator: 0

How did CCCC(=O)Nc1nc2ccc(OCC)cc2s1 do in these assays?
sEH activator: 9

What do the screens show for `O=C(N/C(=C/c1ccc(Cl)cc1)c1nc2ccccc2[nH]1)c1ccco1`?
sEH activator: 8

Results for CCCc1nc(SCC(=O)NNC(=O)C2CCCCC2)c2ccccc2n1 ?
sEH activator: -1

Results for CCOC(=O)CSC1=NC(=O)/C(=C\c2ccc(OC(C)=O)cc2)S1 ?
sEH activator: 10

Results for COc1cccc(Nc2nc(-c3sc(NC(=O)c4ccco4)nc3C)cs2)c1 ?
sEH activator: -11

How did CC(=O)c1cccc(NS(=O)(=O)c2ccc(N/C=C\C(=O)c3ccc(C)cc3)cc2)c1 do in these assays?
sEH activator: 1

Random excerpt: 7 compounds from above, in no set order.
How did CC1CCN(C2(O)C(=O)Nc3ccc([N+](=O)[O-])cc32)CC1 (configuration not stated) do in these assays?
sEH activator: 1

What do the screens show for `CC(=O)NC(=S)Nc1ccc(NC(=O)COc2ccc(Cl)cc2)cc1`?
sEH activator: -54

How did O=C(CCCNC(=O)/C(=C\c1ccc(F)cc1)NC(=O)c1ccccc1)OCc1ccccc1 do in these assays?
sEH activator: -2

How did Fc1ccc(Oc2nccc(-c3ccc(Cl)cc3)n2)cc1 do in these assays?
sEH activator: 8

How did CC(=O)c1cccc(NS(=O)(=O)c2ccc(N/C=C\C(=O)c3ccc(C)cc3)cc2)c1 do in these assays?
sEH activator: 1

Results for O=C(CNC(=O)c1cccs1)NCC(=O)OCc1ccccc1Cl ?
sEH activator: 9

Results for COc1cccc(Nc2nc(-c3sc(NC(=O)c4ccco4)nc3C)cs2)c1 ?
sEH activator: -11

The list continues.
What do the screens show for `CC(=O)Nc1ccc(/C(C)=N/NS(=O)(=O)c2ccc(C)cc2)cc1`?
sEH activator: -7

Results for CSc1ccc(/C=C/C(=O)c2ccc(NC(C)=O)cc2)cc1 ?
sEH activator: 7

How did Cc1ccc2c(C(=O)CN3CCC4(CC3)OCCO4)c(C)[nH]c2c1 do in these assays?
sEH activator: 2

What do the screens show for `COC(=O)c1nn(-c2ccccc2)c(-c2ccccc2)c1C(=O)c1ccccc1`?
sEH activator: 11

What do the screens show for `C(=N\Nc1nc(N2CCOCC2)nc(N2CCOCC2)n1)/c1cccnc1`?
sEH activator: -4

What do the screens show for `COCc1cc(C)nc2sc(C(=O)OC)c(N)c12`?
sEH activator: -5

Results for Cc1c(/C=N/NC(=O)c2sc3ccccc3c2Cl)cnn1C ?
sEH activator: 6

How did CCOC(=O)c1sc(NC(=O)c2cc(S(=O)(=O)N3CCOCC3)ccc2C)nc1C do in these assays?
sEH activator: -7

What do the screens show for `COc1ccc(OC)c2c1sc(=NC(=O)c1cccc(N3C(=O)CCC3=O)c1)n2C`?
sEH activator: 27

How did Cc1ccc(-c2cnn(-c3cccc(C(F)(F)F)c3)c2N)cc1 do in these assays?
sEH activator: -7

How did CCOC(=O)Cc1csc(NC(=O)NC2(C(F)(F)F)Oc3ccc(Cl)cc3O2)n1 (configuration not stated) do in these assays?
sEH activator: 6

What do the screens show for `COc1ccc(NC(NC(=O)c2ccc(OC)cc2)C(Cl)(Cl)Cl)cc1` (configuration not stated)?
sEH activator: 3

What do the screens show for `C=CCc1cc(/C=N\NC(=O)CSc2nnc(CCCc3ccc(OC)c(C)c3)o2)cc(OC)c1O`?
sEH activator: -23
